# PMI act satM6P = increases human PMI activity with near-saturating mannose 6-phosphate | coupled PMI enzyme assay, resazurin fluorescence, 20 min; active compounds read high; 1 = untreated enzyme, 0 = substrate-free blank | AID 1216 | P34949 | activation factor at 20 µM | 190,000 tested, 0.34% active;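 active means activation factor of 2 or more at 20 µM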
#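 Material: human phosphomannose isomerase with PGI, G6PDH, diaphorase coupling enzymes. Quantity: 15 ng/mL PMI. Medium: HEPES pH 7.4 buffer with MgCl2 and Tween-20. Reagent: Near-saturating mannose-6-phosphate, 1.0 mM. Compound: 20 µM single dose. Times: enzyme reaction with compound 20 min at room temperature. Detection: resorufin fluorescence at Ex 544/Em 590 nm.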
# NF-kB expr up = NF-kB expression increase, human neuronal cells | NF-kB reporter expression; active compounds read high | fold change at 12.5 µM | 190,000 tested, 1.6% active | AID 1239; in the data active means fold change above about 3.3
# PMI act = phosphomannose isomerase (human) activation; P34949; 190,000 tested, 0.005% active; AID 1214; activation factor at 20 µM; purified human PMI, coupled resazurin fluorescence, 20 min; active compounds read high; 1 = vehicle control, 0 substrate-free wells;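 active means activation factor of 2 or more at 20 µM, relative to plate controls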
# FLuc inhib CS = counter-screen for luciferase assay inhibitors: firefly luciferase inhibition; ATPLite firefly luciferase biochemical luminescence, 10 min; 200,000 tested, 1.5% active; P08659; inhibition, % at 10 µM;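 active means inhibition above about 50% when tested at 10 µM, limit read from the data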
# Target sequence (P08659 whole entry, looked up): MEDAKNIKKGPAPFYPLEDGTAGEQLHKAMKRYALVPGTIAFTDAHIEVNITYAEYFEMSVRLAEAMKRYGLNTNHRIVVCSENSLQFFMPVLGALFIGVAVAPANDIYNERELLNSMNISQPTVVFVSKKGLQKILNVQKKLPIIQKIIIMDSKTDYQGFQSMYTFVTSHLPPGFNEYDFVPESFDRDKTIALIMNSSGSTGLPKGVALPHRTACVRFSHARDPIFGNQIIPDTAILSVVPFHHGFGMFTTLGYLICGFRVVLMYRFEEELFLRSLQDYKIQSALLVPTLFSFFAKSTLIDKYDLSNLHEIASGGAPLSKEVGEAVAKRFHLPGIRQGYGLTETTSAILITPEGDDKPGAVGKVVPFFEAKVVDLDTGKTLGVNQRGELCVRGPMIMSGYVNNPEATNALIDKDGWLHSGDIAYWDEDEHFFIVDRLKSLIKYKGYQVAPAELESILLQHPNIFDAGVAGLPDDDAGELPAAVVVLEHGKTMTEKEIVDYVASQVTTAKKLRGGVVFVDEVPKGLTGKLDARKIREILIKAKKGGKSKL
# TNAP act hiacc = increases human TNAP activity under high phosphate acceptor concentration; AID 1136; purified TNAP, CDP-star luminescence, 1 M DEA, 30 min; active compounds read high; 0 = EDTA background, 1 = DMSO-only activity; P05186; activation factor at 20 µM; 200,000 tested, under 10 active;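 active means activation factor at least 2 at 20 µM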
# Target sequence (P05186 whole entry, looked up): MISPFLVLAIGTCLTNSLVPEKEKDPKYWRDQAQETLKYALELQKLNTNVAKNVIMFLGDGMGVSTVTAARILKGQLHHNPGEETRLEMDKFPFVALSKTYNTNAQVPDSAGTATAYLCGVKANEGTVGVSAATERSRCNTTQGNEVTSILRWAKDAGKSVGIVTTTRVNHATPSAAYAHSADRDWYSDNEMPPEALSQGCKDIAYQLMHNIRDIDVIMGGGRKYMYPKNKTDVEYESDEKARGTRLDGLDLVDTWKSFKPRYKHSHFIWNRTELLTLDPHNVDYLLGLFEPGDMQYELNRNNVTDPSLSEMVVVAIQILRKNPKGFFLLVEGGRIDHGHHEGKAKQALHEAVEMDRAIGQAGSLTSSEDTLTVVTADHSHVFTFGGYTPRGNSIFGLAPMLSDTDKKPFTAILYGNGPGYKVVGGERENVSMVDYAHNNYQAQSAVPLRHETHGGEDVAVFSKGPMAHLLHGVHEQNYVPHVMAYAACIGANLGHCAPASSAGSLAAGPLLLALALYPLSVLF
#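 system = human TNAP | amount = enzyme diluted 1/800 final | reagent = 100 µM CDP-star substrate | signal = luminescent substrate turnover signal | dosing = one dose, 20 µM | benchmarks = EDTA negative control, DMSO positive control | measure = activation factor | timing = 30 min reaction, room temperature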
# TNAP inh noacc = TNAP (human) inhibition, acceptor-free conditions; P05186; purified TNAP, CDP-star luminescence, 30 min; inhibition, % at 20 µM; 200,000 tested, 0.26% active; AID 1012;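 active means tissue-nonspecific alkaline phosphatase inhibition above about 50% at 20 µM in the single-dose screen, limit read from the data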;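 further: 0% = DMSO negative control and 100% = EDTA positive control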
# bIAP act = increases bovine intestinal alkaline phosphatase activity | purified bovine IAP, CDP-star luminescence, 30 min; active compounds read high; fold of DMSO-control signal, blank-subtracted | activation factor at 20 µM | 200,000 tested, 0.17% active | AID 1016;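 active means activation factor of 2 or more at 20 µM, a signal rise over negative controls twice the positive control's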
# FLuc act counter = affects firefly luciferase, flagging false hits in luciferase stimulation screens | ATPlite luciferase biochemical, luminescence, 10 min; 0 = ATP-free wells, 1 = DMSO control | activation factor at 10 µM | 200,000 tested, under 10 active | AID 1027;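 active means luciferase activation factor, scaled between plate controls, of at least 2 with compound at 10 µM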
#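 Assay system: Luciferase/luciferin detection reagent, cell-free biochemical luciferase assay / Read-out: luciferase activation / Benchmarks: No-ATP low control, compound-free enzyme-plus-ATP high control / Medium: PBS buffer for ATP / Detection: luminescence measurement of luciferase light output / Schedule: 10 min at ambient temperature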
# APP 5'UTR act = APP 5'UTR luciferase reporter activation; activation, % at 2 µM; SH-SY5Y APP 5'UTR luciferase reporter, luminescence; zero percent = DMSO vehicle wells; AID 1276; 190,000 tested, 1% active;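 active means activation above a set limit, based on mean plus 3 SD of controls, cut at about 140% in these data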; further: values of inactives mirror those of a sister screen read the other way
# TNAP inh hiacc = inhibitors of human TNAP at high phosphate acceptor concentration | P05186 | purified TNAP, CDP-star luminescence, 1 M DEA | inhibition, % at 20 µM | 200,000 tested, 0.03% active | AID 1135;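 active means over 50% inhibition of tissue-nonspecific alkaline phosphatase at 20 µM in the single-dose screen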;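 further: plate controls were DMSO wells for no effect and EDTA-quenched wells as full inhibition for full effect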
# * = called active by the depositor; / = no result given.
# Results follow in this order: NF-kB expr up	FLuc inhib CS	FLuc act counter	TNAP inh hiacc	APP 5'UTR act	PMI act	PMI act satM6P	TNAP inh noacc	bIAP act	TNAP act hiacc
S=c1[nH]nc(C2CC2)n1Cc1ccccc1
 : 1.63	2.9	1	-0.5	-7.0	0.9	0.9	12.0	0.9	1
Cc1ccc(C)c(N2CCN(C(=O)C3CCCN(S(=O)(=O)c4c(C)[nH]c(=O)[nH]c4=O)C3)CC2)c1 (configuration not stated)
 : 1.11	-4.7	1	-7.8	28.5	1	1	-15.1	1	1.1
CCCc1[nH]nc2c1C(c1ccc(OC(=O)c3ccco3)cc1)C(C#N)=C(N)O2 (configuration not stated)
 : 0.96	-10.8	1.1	20.9	-12.4	1	0.9	12.1	0.9	0.8
COc1ccc(Cl)cc1N1CCN(CCNC(=O)Nc2ccccc2C)CC1
 : 0.85	1.3	1	-5.4	5.0	0.9	0.9	-8.5	1.3	1.1
CCCCCCn1c(CN2CCN(C)CC2)nc2c1c(=O)n(C)c(=O)n2C
 : 1.05	2.6	1	-3.7	25.8	1	1	-6.2	0.9	1
Cc1cc(NC(=O)Cc2cccs2)nn1CC(=O)NCc1ccco1
 : 1.09	-6.5	1.1	-4.7	6.4	0.9	1	-14.7	0.9	1
CC(C)Cn1c2c(c(O)c(C(=O)Nc3nccs3)c1=O)CCCC2
 : 1.29	-7.4	1.1	-4.3	-5.7	1	1	-3.7	1	1
Cc1cccc(CCNC(=O)CN(C)S(=O)(=O)c2cnc[nH]2)c1
 : 1.22	2.0	1	4.0	3.9	1	1.1	-5.0	1	1
COc1ccc(CC(=O)NCCC2=CCCCC2)cc1
 : 1.35	-4.6	1	-4.9	2.9	1	1	-10.9	1	1
CCOc1cc(N2CCOCC2)c(OCC)cc1NC(=O)COC(=O)CCc1c[nH]c2ccccc12
 : 0.84	-8.0	1.1	-0.4	1.0	0.8	0.9	-5.7	1	1
Brc1ccccc1-c1nnc(COc2cccc3cccnc23)o1
 : 1.08	-2.3	1	-3.2	17.4	0.8	0.8	-1.4	1	1
Cc1nn(-c2ccccc2Cl)c(Cl)c1/C=N/Nc1cccc(C(=O)O)c1
 : 9.75*	90.5*	0.1	2.4	2.7	1.5	1.9	-2.8	1	1
COc1ccc(N2CC(C)Cn3c2nc2c3c(=O)[nH]c(=O)n2C)cc1 (configuration not stated)
 : 1.01	-5.8	1.1	0.6	-6.3	0.9	0.9	-4.2	1	1
CN(C)S(=O)(=O)c1cccc(NC(=O)c2n[nH]c(=O)c3ccccc23)c1
 : 0.98	-1.1	1	6.0	12.9	1	0.9	-0.5	1.1	0.9
Cc1nn2c(-c3cccnc3)ccnc2c1-c1ccccc1
 : 1.18	20.9	0.8	-0.5	-3.1	0.9	1.1	-9.3	1	1
COc1cc(C)c(C(C)C)cc1S(=O)(=O)n1cnc(C)c1
 : 1.26	-8.6	1.1	-3.6	11.8	0.9	0.9	-12.4	0.9	1
CCOC(=O)c1cccc(C(=O)Nc2nc3ccc(OC)cc3s2)n1
 : 1.3	90.7*	0.1	1.6	29.4	1.1	0.9	-157.7	1.4	1
CC(=O)c1ccc(NC(=O)C2Cc3ccccc3CN2C(=O)c2ccccc2)cc1 (configuration not stated)
 : 0.6	-3.8	1	1.4	-8.8	0.8	0.9	-8.2	1	1
COc1ccc(NS(=O)(=O)c2cccc(NC(=O)NC3CCCCC3)c2)cc1
 : 0.79	-1.0	1	3.7	-5.7	0.8	0.9	-5.2	0.9	1
O=C1CCC([N+](=O)[O-])C(c2ccccc2Cl)N1 (configuration not stated)
 : 1.27	-6.7	1.1	-3.5	-7.3	1	0.9	-9.5	0.9	1
COc1cc(C(=O)NCc2cn3ccccc3n2)cc(OC)c1OC
 : 0.96	-0.8	1	-2.6	-15.1	1	1	-12.4	1.1	1
COC(CNC(=O)c1ccc2c(c1)ncn2-c1ccc(F)cc1F)OC
 : 1.06	1.2	1	-3.7	-3.0	1.1	1	-8.4	1	1
C/C=C/c1ccc(OCC(=O)Nc2ccc(OC)c(OC)c2)c(OC)c1
 : 1.19	-3.9	1	-2.0	4.8	1	0.9	-6.3	1.2	1
C(=C\c1ccccc1)/C=N/N1CCN(c2ccccn2)CC1
 : 2.1	3.5	1	-6.9	17.1	0.9	0.9	-14.2	0.9	1.1
CC(=O)c1ccc2c(c1)Cc1cc(C(C)=O)ccc1-2
 : 2.99	2.3	1	-5.3	74.6	0.9	1	-16.1	0.3	1.1
O=C(CSc1nnc(SCc2cccc3ccccc23)s1)Nc1ccc(C(=O)O)cc1
 : 0.9	45.4	0.5	-6.4	-5.5	1	0.9	-11.7	0.9	1.1
COc1ccccc1-c1n[nH]c(=S)n1Cc1ccco1
 : 1.25	4.2	1	2.7	1.0	1.2	1	6.9	0.9	1
Cc1cc(C)n2nc(SCN3C(=O)c4ccccc4C3=O)nc2n1
 : 1.26	-3.7	1	-0.7	14.4	1	0.7	-9.2	1	1
COc1ccc(C(=O)NNC(=O)c2ccc(C)cc2)cc1S(=O)(=O)N1CCCC1
 : 0.91	-3.6	1	-1.5	12.5	0.9	0.9	-35.0	1.3	1
OCC1(Cc2cccc(F)c2)CCN(Cc2cccc3nccnc23)CC1
 : 1.16	-8.2	1.1	-8.0	3.7	1	1.1	-8.0	0.9	1.1
CC(=O)N(CCCCl)C(C#N)c1ccccc1 (configuration not stated)
 : 1.29	2.4	1	4.3	-15.4	1.1	1	-1.0	1.5	1
COC(=O)c1ccc(COC(=O)c2ccc(SC)cc2OC)cc1
 : 1.74	-7.0	1.1	-0.6	28.6	0.9	0.9	-6.2	0.9	1
O=C1N=C(N2CCOCC2)S/C1=C1\C(=O)N(Cc2ccccc2)c2ccc(Br)cc21
 : /	-1.9	1	0.8	/	1	1	-5.7	0.8	1
Cc1cc(N=Cc2cc(Br)ccc2O)no1
 : 1.05	-4.4	1	-8.1	-16.8	1	1.1	-7.4	0.9	1.1
CN(C)/C=C/C(=C\C(=O)C(F)(F)F)Nc1ccc(C(F)(F)F)cc1
 : 0.86	0.4	1	2.5	-7.6	0.9	0.9	-6.1	1	1
c1ccc(CN2CCN(CCOCCOc3ccc4c(c3)CCC4)CC2)cc1
 : 1.16	-6.3	1.1	-8.9	17.7	0.9	1	-9.2	0.9	1.1
CNC(=O)c1[nH]cnc1C(=O)Nc1ccccc1OC
 : 0.86	-0.9	1	-1.1	-7.1	0.9	0.9	-4.6	0.9	1
COc1ccc(NC(C)=O)cc1NC(=O)CSc1nnc(-c2ccncc2)n1C
 : 0.98	-2.6	1	-2.1	-3.3	0.9	0.9	-8.3	1.1	1
COc1ccc(-c2cc(=O)n(-c3ccc([N+](=O)[O-])cc3)[nH]2)cc1
 : 1	-1.3	1	10.1	25.3	1.2	1.4	-13.2	0.9	0.9
Cc1cccc(C(=O)NC(=S)NNC(=O)COc2c(C)cccc2C)c1
 : 1.06	-9.7	1.1	-6.3	16.1	1	1	-9.1	0.5	1.1

# Two entries drawn at random from those above:
# Results follow in this order: NF-kB expr up	FLuc inhib CS	FLuc act counter	TNAP inh hiacc	APP 5'UTR act	PMI act	PMI act satM6P	TNAP inh noacc	bIAP act	TNAP act hiacc
Cc1cccc(C(=O)NC(=S)NNC(=O)COc2c(C)cccc2C)c1
 : 1.06	-9.7	1.1	-6.3	16.1	1	1	-9.1	0.5	1.1
O=C1N=C(N2CCOCC2)S/C1=C1\C(=O)N(Cc2ccccc2)c2ccc(Br)cc21
 : /	-1.9	1	0.8	/	1	1	-5.7	0.8	1

# (list continues)
# Results follow in this order: NF-kB expr up	FLuc inhib CS	FLuc act counter	TNAP inh hiacc	APP 5'UTR act	PMI act	PMI act satM6P	TNAP inh noacc	bIAP act	TNAP act hiacc
O=c1cc(O)c2c(=O)n(C3CCCCC3)c3ccccc3c2o1
 : 1.08	-6.1	1.1	-2.5	-1.5	1	0.9	8.5	1.1	1
COc1ccc(/C=N/NC(=O)CCc2n[nH]c(=O)[nH]c2=O)cc1OC
 : 1.08	3.6	1	-3.3	-4.0	1	1	-26.5	1.1	1
CCOC(=O)c1sc(=S)n(-c2ccccc2)c1N(C(C)=O)C(C)=O
 : 1.24	1.5	1	0.6	17.8	1.1	1.1	-8.0	1	1
O=C(Nc1ccc2c(c1)OCCO2)C(c1ccc(F)cc1)N1CCCCC1 (configuration not stated)
 : 0.98	-2.4	1	-2.3	19.1	1	0.9	-15.0	1.4	1
Cc1ccc(C)c(NC(=O)C2CCCN2/C=C/C(=O)C(F)(F)F)c1 (configuration not stated)
 : 1.02	-5.9	1.1	0.8	-10.7	0.9	1	-5.5	0.9	1
CCOC(=O)C1CCN(C(=O)Cc2c(C(=O)O)n(CC)c3ccccc23)CC1
 : 1.19	-9.0	1.1	-5.6	-9.9	0.9	0.9	-10.0	1	1.1
CN(C)c1ccc(/C=N/NC(=O)CN(c2ccccc2Cl)S(C)(=O)=O)cc1Br
 : 0.88	-6.4	1.1	-10.1	-11.0	1	1	5.5	1	1.1
COc1cccc(/C=C/C(=O)Nc2ccccc2N2CCOCC2)c1
 : 1.08	43.9	0.6	-1.3	9.4	0.9	0.8	-8.2	1.1	1
CCOC(=O)C(=O)Nc1ccc(Oc2ccccc2)cc1
 : 0.99	27.1	0.7	-6.3	3.2	0.9	0.6	1.2	1	1.1
COC(=O)c1sc2ccccc2c1-n1cccc1C(=O)C(=O)Nc1ccc(Cl)cc1
 : 0.86	-3.2	1	0.8	4.6	0.9	1	-4.6	0.9	1
Cc1ccc(S(=O)(=O)N(C)Cc2ccc(C(=O)N/N=C3\CC(=O)CC(C)(C)C3)cc2)cc1
 : 0.96	-2.2	1	-4.7	-18.2	1.1	1.1	-6.6	1	1
CN(C)C(CNC(=O)c1ccc2nc[nH]c2c1)c1ccccc1 (configuration not stated)
 : 1.13	-4.6	1	-1.3	-1.9	1.1	0.9	-12.9	1.4	1
O=C(/C=C/c1cccs1)Nc1nccs1
 : 2.15	26.1	0.7	-3.3	122.3	1.1	1.1	-2.7	1	1
COc1ccc(C(=O)N2CCN(c3ccc(C)cc3C)CC2)cc1OC
 : 1.9	-8.6	1.1	-4.0	23.1	0.9	0.9	-0.3	1	1
COc1cc(NC(=O)COC(=O)c2cnc(C)cn2)c(C)cc1[N+](=O)[O-]
 : 1.21	-7.2	1.1	1.2	-14.8	1	1.1	-8.4	0.9	1
c1ccc(CC2CCN(C(c3cccs3)c3nnnn3C3CCCC3)CC2)cc1 (configuration not stated)
 : 1.15	-6.3	1.1	-3.8	6.4	0.9	0.9	-4.7	1	1
CCN(CC)S(=O)(=O)c1ccc(Cl)c(NC(=O)c2cc(Cl)ccc2Cl)c1
 : 1.26	-5.7	1.1	0.1	2.9	0.9	0.9	-11.1	0.9	1
COC(=O)c1sc(NC(=S)NC(=O)c2ccc(F)cc2)nc1C
 : 1.25	9.2	0.9	-0.1	11.6	1	1	7.3	0.7	1
Cc1c(NC(=O)c2cc3c(s2)-c2ccccc2OC3)cccc1[N+](=O)[O-]
 : 0.34	-1.5	1	4.1	0.3	0.7	0.8	-5.1	1	1

# Bioassay records deposited in PubChem BioAssay by several laboratories.
